# GLP-1R agonist: qHTS of GLP-1 Receptor Agonists; HEK293 GLP-1R CRE-luciferase, luminescence, 4-6 h; cells express a hypersensitive GLP-1R form; Potency, µM (top dose mostly 45.6 µM), for the others: at the highest dose activation, usual class: activators; Glucagon-like peptide 1 receptor (Homo sapiens), P43220; actives 0.007% (n = 380,000); further: % of control where 0% means no effect
# Target sequence (P43220 whole entry, looked up): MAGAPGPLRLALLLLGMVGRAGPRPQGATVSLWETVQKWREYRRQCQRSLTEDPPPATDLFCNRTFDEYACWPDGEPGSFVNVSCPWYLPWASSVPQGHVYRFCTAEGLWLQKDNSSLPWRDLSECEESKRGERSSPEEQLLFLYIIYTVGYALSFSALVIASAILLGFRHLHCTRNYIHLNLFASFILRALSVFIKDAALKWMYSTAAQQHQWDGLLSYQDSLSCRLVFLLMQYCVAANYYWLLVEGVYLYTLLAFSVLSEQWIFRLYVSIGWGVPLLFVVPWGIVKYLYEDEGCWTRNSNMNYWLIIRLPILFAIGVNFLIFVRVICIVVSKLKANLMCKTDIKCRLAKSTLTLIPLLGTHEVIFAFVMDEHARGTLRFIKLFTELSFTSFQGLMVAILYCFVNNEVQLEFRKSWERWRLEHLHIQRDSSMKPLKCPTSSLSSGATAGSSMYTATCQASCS
# KB-3-1 cytotox: qHTS assay for MDR1-selective chemotherapeutics: Primary screen using the parental adenocarcinoma cell KB-3-1 | KB-3-1 viability, CellTiter-Glo ATP luminescence, 72 h | AID 1347075, 2019 | actives 1.4% (n = 400,000) | Potency, µM (titrated, usually from 46.1 µM), inactives show at the highest dose activity change, negative = cytotoxic, actives largely listed as cytotoxic; further: on the % scale 0 is the no-effect control and ±100 the full control effect; nearly all actives have a fitted effect of over 60% in size
#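 Cytotoxicity measured as CellTiter-Glo luminescence after 72 h at 37 C. Compound titrations were pinned onto drug-naive KB-3-1 parental adenocarcinoma cells grown in DMEM with 10% FBS, and normalized data fitted to concentration-response curves.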
# GLP1R inv ag: qHTS of GLP-1 Receptor Inverse Agonists (Inhibition Mode); Glucagon-like peptide 1 receptor (Homo sapiens), P43220; HEK293 GLP-1R CRE-luciferase, luminescence, 24 h; GLP-1R form is constitutively active; Potency, µM (doses to about 38.3 µM), without a hit: at the highest dose activity change, negative = inhibition, most hits filed as inhibitors; actives 1.6% (n = 410,000); further: on the % scale 0 is the no-effect control and ±100 the full control effect; nearly all actives have a fitted effect of over 55% in size
#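 Inverse agonism was detected as reduced cAMP-driven luciferase luminescence after 24 h compound treatment. The cells were HEK293 clones expressing constitutively active human GLP-1R with the reporter. Reporter-only and GPR119 cell lines served as counterscreen controls.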
# TDP-43 yeast inh: qHTS of TDP-43 Inhibitors; TDP-43 expressing yeast growth rescue, BacTiter-Glo, 24 h; Potency, µM (doses to about 46.1 µM), inactives show at the top dose growth rescue (activation), most hits filed as activators; actives 1.8% (n = 410,000); further: % of control where 0% means no effect; nearly all actives have a fitted effect of over 50% in size
#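 Readout is BacTiter-Glo luminescence of cell growth, so inhibitors register as activators. TDP-43-expressing yeast at OD600=0.02 in galactose medium, after raffinose pregrowth to mid-log, were incubated with compound for 24 hr at 30 deg C.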
# HEK293 tox: qHTS of GLP-1 Receptor Inverse Agonists: Cytotox Screen. HEK293 cAMP-luciferase reporter cells, luminescence, 24 h. Potency, µM (highest dose often 38.3 µM), for inactives: at the highest dose activity change, negative = inhibition, usual class: inhibitors. actives 0.13% (n = 410,000). AID 624418, 2012;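 further: loss of luciferase light is scored as toxicity; on the % scale 0 is the no-effect control and ±100 the full control effect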
#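 Step one: seed cells (200 cells/uL, DMEM with 10% Nu serum, 1% pen-strep). Step two: 12-hour incubation at 37 deg C. Step three: pin 23 nL compound, incubate 24 hr. Step four: add luciferase reagent, read luminescence 12 min later.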
# KB-V1 MDR tox: qHTS assay for MDR1-selective chemotherapeutics: Primary screen using the drug-selected MDR subline cells KB-V1 | KB-V1 MDR cells viability, CellTiter-Glo, 72 h | Potency, µM (titrated, usually from 46.1 µM), for the others: at the top dose activity change, negative = cytotoxicity, usual class: cytotoxic | actives 3.4% (n = 400,000) | AID 1347076, 2019; further: on the % scale 0 is the no-effect control and ±100 the full control effect; nearly all actives have a fitted effect of over 60% in size
#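 Luminescent ATP read-out (CellTiter-Glo, 10 min) measures survival of drug-selected KB-V1 MDR cells after 72 h, 37 degrees C compound exposure. Medium: phenol-red-free DMEM, 10% FBS. Values from fitted concentration-response curves.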
# HT1080 IDH1KD tx: qHTS for induction of synthetic lethality in tumor cells producing 2HG: qHTS for the HT-1080-IDH1KD cell line. HT-1080 IDH1 knockdown viability, ATP luminescence, 48 h. Potency, µM (titrated, usually from 46.1 µM), inactives show at the highest dose activity, negative = toxicity, hits mostly cytotoxic. actives 2% (n = 360,000). AID 686971, 2013;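 further: 0% = DMSO wells and -100% = cell-free medium wells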
#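 Knockdown cells (IDH1KD HT-1080) received compounds 2 h after plating at 750 cells/well and were kept 48 h at 37 °C in 5% FBS RPMI. A CellTiter-Glo luminescence read gave % activity for curve fitting.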
# HT1080NT lethal: qHTS for induction of synthetic lethality in tumor cells producing 2HG: qHTS for the HT-1080-NT fibrosarcoma cell line | HT-1080-NT fibrosarcoma viability, CellTiter-Glo ATP luminescence, 48 h | Potency, µM (titrated, usually from 46.1 µM), for the others: at the top dose activity, negative = less viability, actives largely listed as cytotoxic | actives 1.6% (n = 360,000) | AID 686970, 2013;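 further: NT is the 2HG producing partner of a matched IDH1 knockdown line; 0% = DMSO-treated cells and -100% = media-only wells without cells; nearly all actives have a fitted effect of over 55% in size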
#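 750 cells/well, RPMI + 5% FBS; 2 h settle, compound pin-transfer, 48 h at 37 degrees C. CellTiter-Glo 10 min RT, luminescence. Normalized to DMSO and media-only wells.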
# SW480 rerep: A quantitative high throughput screen for small molecules that induce DNA re-replication in SW480 colon adenocarcinoma cells; SW480 DNA re-replication, Hoechst DNA content imaging, 48 h; AID 624297, 2012; Potency, µM (highest dose often 46.1 µM), inactives show at the highest dose re-replication activation, actives largely listed as activators; actives 1.8% (n = 340,000); further: % of control where 0% means no effect; nearly all actives have a fitted effect of over 55% in size
#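 SW480 cells exposed to compounds for 48 hr at 37 C, 5% CO2, then Hoechst-stained 40 min. Nuclear DNA content imaged by fluorescence scanning (405 nm excitation, 500-530 nm emission); re-replication scored as increased high-intensity nuclei.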
# Active calls of the source: *; ? = inconclusive; . = not tested or not shown; & = joins results of further samples; [ ] = another dose, or the depositor's remark. The call rests on the fitted dose curve; in most records, active means well fitted curve in the direction sought with a large enough effect; inconclusive means small, poorly fitted or top-dose-only effect, or another doubt; inactive means no such curve, though single readings can be large; an effect the other way counts as inactive or inconclusive. Potency means the concentration at half of the fitted maximal effect. An unsorted share of the library; 9.4% or so of the library scored in one or more.
SMILES,GLP-1R agonist,KB-3-1 cytotox,GLP1R inv ag,TDP-43 yeast inh,HEK293 tox,KB-V1 MDR tox,HT1080 IDH1KD tx,HT1080NT lethal,SW480 rerep
O=C(Nc1ccccc1-c1ccccc1)NC1CCN(C(=O)N2CCOCC2)CC1,1%,3%,-9%,-7%,-10%,5%,5%,13%,-4%
Cc1ccc(S(=O)(=O)c2cnc(-c3ccccc3)nc2N2CCCCC2)cc1,19%,-3%,?,11%,12%,?,6%,2%,-4%
CCOC(=O)C1=C(C)Nc2ccc(C)cc2S1,1%,16%,11%,24%,-6%,14%,-3%,-7%,3%
CCOc1ccccc1NC(=O)CN(c1ccc(OC)cc1)S(=O)(=O)c1c(C)[nH]c(=O)[nH]c1=O,-2%,12%,-17%,-11%,0%,17%,3%,0%,-13%
O=C(NC(Cc1ccccc1)C(=O)O)/C(=C/c1cccc([N+](=O)[O-])c1)NC(=O)c1cccc(Br)c1 (stereo not given),6%,-4%,7%,-8%,-6%,?,8%,19%,-10%
COc1ccc(-n2c(SC(C)C(=O)N3CCOCC3)nc3ccccc3c2=O)cc1 (stereo not given),-12%,.,2%,17%,21%,.,3%,-1%,1%
O=C(Cc1ccccc1)NCCN1CCCC1,13%,13%,17%,-1%,-1%,12%,5%,-13%,?
Cc1cc(C)nc(NS(=O)(=O)c2ccc(NC(=S)NC(=O)C3CCCC3)cc2)n1,4%,?,0%,-25%,0%,-4%,0%,-3%,4%
COC(=O)CCS(=O)(=O)c1ccc(NC(C)=O)cc1,0%,6%,-8%,8%,-2%,2%,0%,25%,-2%
N#Cc1nc(COc2ccccc2)oc1N1CCOCC1,-2%,-4%,1%,18%,-9%,0%,9%,-1%,-12%
Cc1c(OCC(=O)C(C)(C)C)ccc2c3c(c(=O)oc12)CCCC3,0%,-8%,4%,-4%,-1%,1%,12%,9%,0%
COC(=O)/C(=C\C(=O)c1ccccc1)Nc1ccc(OC)cc1,-1%,14%,-26%,-52%[inhibitor],?,5%,-10%,-16%,-88%[inhibitor]
Cc1cc(C)n2nc(C(=O)N/N=C/C=C/c3ccccc3)nc2n1,-3%,4%,11%,-2%,14%,4%,1%,-8%,3%
COC1OC2COC(c3ccccc3)OC2C(O)C1NC(=O)c1ccccc1 (stereo not given),-1%,16%,-4%,5%,-5%,10%,22%,21%,2%
C=C[C@H]1C(O[C@@H]2O[C@H](CO)[C@@H](O)[C@H](O)[C@H]2O)OC=C2C(=O)N3CCc4cc(OC)c(O)cc4[C@H]3C[C@H]21 (stereo not given in full),3%,0%,0%,-6%,5%,-22%,-1%,0%,6%
CCOC(=O)N1CCN(S(=O)(=O)N2CCCC(C(=O)NCc3ccc(OC)cc3OC)C2)CC1 (stereo not given),-8%,0%,-15%&-3%,7%&23%,4%&4%,13%,5%,1%,-12%
CCCCCCSc1ccc(-c2nc3ccc(C)cn3c2NC2CCCCC2)cc1,3%,0%,?,?,25%,?,1%,1%,?
CCc1[nH]nc(C(=O)N2CCCC(C(=O)c3cccc(C(F)(F)F)c3)C2)c1C (stereo not given),-1%,-7%,?,3%,-11%,-1%,-25%,-9%,23%
CC(O)c1cc2c(s1)c1cnn(Cc3ccccc3F)c(=O)c1n2C (stereo not given),10%,0%,.,.,.,0%,.,.,-38%[inhibitor]
COc1ccc(CNC(=O)C(OC(=O)c2ccco2)c2ccc(F)cc2)cc1 (stereo not given),6%,24%,10%,4%,4%,?,10%,11%,-9%
Cn1ncc(Br)c1NC(=O)c1cc(Cl)cc(Cl)c1,5%,-2%,-25%,?,-16%,7%,-11%,-2%,-3%
Cc1nc(=O)c(-c2ccccc2)c(C)n1-c1cccc(C(=O)O)c1,-7%,6%,38%[activator],4%,1%,18%,10%,9%,2%
CN(Cc1cc2ccccc2[nH]c1=O)S(=O)(=O)c1ccccc1,8%,-7%,4%,14%,-19%,?,4%,13%,-2%
Cc1ccc(-n2nc3c(=O)n(CCCC(=O)NCCc4ccccc4C)nc(C)c3c2C)cc1,6%,1%,?,5%,-8%,-4%,-3%,0%,0%
CCOc1ccc(NS(=O)(=O)c2c(C(=O)N3CCCCCC3)c(C)n(C)c2C)cc1,-2%,7%,-16%,-5%,-14%,-7%,-2%,1%,8%

# (cont.)
SMILES,GLP-1R agonist,KB-3-1 cytotox,GLP1R inv ag,TDP-43 yeast inh,HEK293 tox,KB-V1 MDR tox,HT1080 IDH1KD tx,HT1080NT lethal,SW480 rerep
COc1ccc(-c2cc(C(=O)N3CC(C)CC(C)C3)c3ccccc3n2)cc1 (stereo not given),23%,-2%,?,?,-16%,-28%,1%,2%,13%
O=c1c(Cc2ccc(F)cc2)c(O)ccn1C1CCCCC1,-1%,8%,-4%,4%,4%,12%,-7%,-8%,-3%
CC(C)CNC(=O)c1ccc(COc2ccc(Cl)cc2Cl)o1,20%,-20%,?,?,-1%,0%,-7%,-1%,-1%[9.22 µM]
Nn1c(SC/C=C/c2ccccc2)nnc1-c1cccnc1,1%,-1%,0%,14%,-4%,2%,12%,2%,1%
COc1ccc(C)cc1NC(=O)CSc1ccc(-c2cccnc2)nn1,5%,1%,14%,23%,-8%,14%,9%,3%,-18%
CCOc1ccc(S(=O)(=O)N2CCN(C(=O)Cc3ccc(S(=O)(=O)N4CCOCC4)s3)CC2)cc1,3%,5%,3%,-16%,17%,10%,0%,-8%,-72%[inhibitor]
CCCCOc1ccc(NC(=O)CSc2cccc3cccnc23)cc1,27%,20%,2.8µM*,1%,?,-4%,9%,-16%,?
COc1ccccc1NC(=O)/C(=C/c1cccs1)NC(=O)c1ccco1,8%,4%,11%,-3%,-30%,-27%,21%,7%,4.6µM*
O=C(COC(=O)COc1ccccc1[N+](=O)[O-])Nc1ccc(S(=O)(=O)N2CCCCC2)cc1,-6%,-1%,1%,0%,-1%,3%,0%,1%,0%
Cc1ccc(OCCCC(=O)NNC(=O)c2ccccn2)cc1,-19%,.,-24%,?,-12%,.,?,2%,?
O=C(N/N=C/c1cccs1)[C@H]1C[C@@H]1c1ccccc1,6%,-1%,?,-4%,19%,?,1%,0%,-3%
COc1ccc(OCCC(=O)OCC(=O)NCc2ccccc2OC)cc1,-1%,8%,-1%,-20%,-2%,22%,11%,7%,-26%
CCOc1cc(/C=N/Nc2ccccc2Cl)ccc1OCC(=O)O,1%,-5%,?,10%,-30%,-20%,1%,-23%,?
O=C(CSc1ncn[nH]1)NCc1ccc2c(c1)OCO2,1%,-8%,-11%,27%[9.22 µM],-1%,-2%,6%,7%,-8%
O=C(COC(=O)CSc1ccc(F)cc1)NCc1ccco1,-7%,?,?,7%,1%,?,-3%,2%[9.24 µM],11%
COc1ccc(OCC(=O)Nc2ccc3oc(-c4ccncc4)nc3c2)cc1,6%,5%,10%,-15%[0.397 µM],1%,14%,27%,18%,2%
CC12CC(O)C3c4ccc(O)cc4CCC3C1CCC2=O (stereo not given),4%,-14%,9%,-8%,3%,-21%,0%,-2%,-1%
Cc1ccc(Oc2ccc(NC(=O)CCC(=O)OCC(=O)c3cccs3)cc2)cc1C,-1%,-4%,-14%,18%,-2%,-27%,10%,5%,-1%
CCOc1ccc2[nH]c(=O)c(C(c3nnnn3CCOC)N3CCOCC3)cc2c1 (stereo not given),-34%[inhibitor],-3%,-5%,-5%,11%,5%,15%,20%,-5%
O=C(Nc1cccc(-c2nn[nH]n2)c1)c1cccs1,0%,1%,11%,-6%,-1%,?,20%,28%,-3%
CCCN(CCC)c1nc(N)nc(-c2cc(Cl)ccc2OC)n1,22%,-27%,8.9µM*,17%,-18%,?,-24%,-29%,2%
CC12CCCC(=O)C1CCC(=Cc1ccco1)C2=O (stereo not given),3%,0%,-8%,20%,-2%,-16%,1%,-2%,.
CCOc1ccc(S(=O)(=O)NCc2ccc(C)cc2)c2cccnc12,2%,3%,6%,14%,-10%,3%,-1%,5%,-3%
O=C(Cc1sc(Nc2ccccc2)nc1-c1ccccc1)NCc1ccccn1,9%,5%,?,19%,11%,?,-4%,-1%,-2%
COc1ccc(CNC(=O)C2CCCN2C(=O)NC2CCCCC2)cc1 (stereo not given),-3%,-3%,0%,0%,-15%,?,-1%,-4%,-13%
Cc1ccccc1CN1CCN(CC2CC3C=CC2C3)CC1 (stereo not given),2%,0%,?,-17%,-9%,-14%,-1%,-1%,3%
CCOc1ccc(CN(C)C(=O)NNC(=O)c2ccc(C)cc2)cc1OC,3%,?,-6%,-6%,-6%,0%,-3%,8%,-12%
Cc1ccc(C)c(N2CCN(C(=O)c3ccc(CSc4nc5ccncc5[nH]4)cc3)CC2)c1,0%,?,-5%,1%,-10%,8%,-18%,-14%,?

# Full records as entered above:
# Entry for O=C(Cc1sc(Nc2ccccc2)nc1-c1ccccc1)NCc1ccccn1 : GLP-1R agonist: 9%; KB-3-1 cytotox: 5%; GLP1R inv ag: ?; TDP-43 yeast inh: 19%; HEK293 tox: 11%; KB-V1 MDR tox: ?; HT1080 IDH1KD tx: -4%; HT1080NT lethal: -1%; SW480 rerep: -2%
# Entry for CCCN(CCC)c1nc(N)nc(-c2cc(Cl)ccc2OC)n1 : GLP-1R agonist: 22%; KB-3-1 cytotox: -27%; GLP1R inv ag: 8.9µM*; TDP-43 yeast inh: 17%; HEK293 tox: -18%; KB-V1 MDR tox: ?; HT1080 IDH1KD tx: -24%; HT1080NT lethal: -29%; SW480 rerep: 2%

# Source: PubChem (National Center for Advancing Translational Sciences (NCATS))
